Screening data deposited in PubChem BioAssay by several laboratories.
Yeast superoxide = lowers age-related superoxide in aged yeast cells; AID 2690; S. cerevisiae aged cells, superoxide DHE fluorescence; stronger effect = lower value; superoxide response (% of plate mean), % at 10 µM; hit rate 0.18% among 330,000;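 active = superoxide response under a set limit, about three screen SD below normal, cut at about 65% in these data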;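 note: yeast aged for seven days with compound at 30 °C before DHE staining; 100% = average MFI of all compound-treated wells on the plate with controls excluded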
MEX-5 binding = C. elegans MEX-5 TCR-2 RNA binding activity; Q9XUB2; MEX-5/FITC-TCR2 RNA binding, fluorescence polarization; stronger effect = lower value; activity score (negative = inhibition of binding), % at 10 µM; hit rate 0.38% among 300,000; AID 1832;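 active = inhibition past about -25% in most replicates, and total fluorescence under double the plate's negative control median, limit read from the data; inconclusive = replicates evenly split on the limit, or fluorescence at least double controls; inactive = too little inhibition in most replicates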;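 note: 0% = DMSO and -100% = 5 µM competing unlabeled TCR2 RNA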
Target sequence (Q9XUB2 whole entry, looked up): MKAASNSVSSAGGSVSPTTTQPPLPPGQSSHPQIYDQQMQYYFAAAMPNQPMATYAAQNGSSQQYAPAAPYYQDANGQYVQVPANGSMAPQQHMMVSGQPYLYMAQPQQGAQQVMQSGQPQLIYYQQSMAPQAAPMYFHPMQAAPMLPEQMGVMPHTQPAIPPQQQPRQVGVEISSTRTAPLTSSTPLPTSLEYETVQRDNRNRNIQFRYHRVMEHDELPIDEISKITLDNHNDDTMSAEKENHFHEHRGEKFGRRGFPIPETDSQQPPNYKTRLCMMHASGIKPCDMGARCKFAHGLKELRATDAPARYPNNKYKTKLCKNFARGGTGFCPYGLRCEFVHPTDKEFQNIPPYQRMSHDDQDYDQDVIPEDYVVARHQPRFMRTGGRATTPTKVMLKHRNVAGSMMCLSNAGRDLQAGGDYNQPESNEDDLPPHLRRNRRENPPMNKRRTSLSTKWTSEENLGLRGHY
Efflux pump inh = antifungal efflux pump inhibition, Nile Red retention. S. cerevisiae Candida pump triplex. inhibition, % at 10 µM. hit rate 0.44% among 330,000;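 active = plate passing quality check with inhibition over a set limit, or well fluorescence over plate mean plus 4 SD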;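 note: Nile Red retained in pooled yeast measured as flow cytometry median fluorescence; 0% = buffer negative control and 100% = Enniatin B positive control; higher means more Nile Red kept so more efflux inhibition; some compounds called inactive have numbers as strong as hits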
* = called active by the depositor; ? = inconclusive. Some of the compounds tested (hit frequency here may not be typical).

SMILES	Yeast superoxide	MEX-5 binding	Efflux pump inh
Cc1ccc(N(CC(=O)NC(C)(C)C)C(=O)CCC(=O)Nc2nccs2)c(C)c1	102	-0.9	0.1
O=C(CCCn1cncn1)N1CCCC(Nc2ccc(F)cc2)C1 (stereo not drawn)	91	0.3	-0.1
Cc1ccnc(NS(=O)(=O)c2ccc(NC(=O)c3ccc(Cl)cc3[N+](=O)[O-])cc2)n1	97	0.9	0.0
O=C1CN(C(=O)c2ccc(Cl)c([N+](=O)[O-])c2)c2ccccc2N1	99	-1.9	0.0
CCc1ccccc1NC(=O)NNC(=O)CCc1ccc(OC)cc1	99	-0.7	0.0
Cc1cc2c(cc1C)C(c1cccc(F)c1)CC(=O)N2 (stereo not drawn)	101	-0.3	0.0
C/C(=N/NC(=O)c1ccc(C)s1)c1cccnc1	94	-0.2	0.0
CS(=O)(=O)Nc1ccc(C2=NN(C(=O)c3ccco3)C(c3ccco3)C2)cc1 (stereo not drawn)	98	-0.9	0.0
Cc1c(C)c2ccc(O)c(CN3CCN(C)CC3)c2oc1=O	100	-1.8	0.1
C/C(=N/Nc1ccc([N+](=O)[O-])cc1)c1c[nH]c2ccccc12	100	2.7	0.1
CCC(=O)Nc1c(-c2ccc(Cl)cc2)c(=O)c2ccccc2n1C	116	-1.9	0.1
CCC(Oc1ccc(C)cc1)C(=O)Nc1ccc2c(c1)n(C)c(=O)n2C (stereo not drawn)	102	1.6	0.0
CC(C)NC(=O)C1CCN(Cc2cccc(Oc3ccccc3)c2)CC1	98	-0.5	0.5
COc1ccc(C(=O)NC2=NCCS2)c(OC)c1	103	-1.6	0.0
C=CCOCC(O)Cn1c(N2CCCC2)nc2c1c(=O)n(C)c(=O)n2C (stereo not drawn)	93	-0.3	0.0
CCCOc1ccc(C2CC(=O)Nc3cc(OC)c(OC)cc32)cc1 (stereo not drawn)	105	1.0	0.0
COc1ccc(Cc2nnc(NC(=O)c3ccccc3)s2)cc1OC	104	1.9	-0.1
O=c1[nH]c(/C=C/c2ccccc2F)nc2ccccc12	98	3.5	-0.2
Oc1ccccc1Nc1nc(-c2ccccc2O)nc2ccccc12	106	-0.1	-0.2
CCN(CC)S(=O)(=O)c1ccc(NC(=O)CCNC(=O)c2ccccc2)cc1	97	1.7	-0.2
COC(=O)C1CCCCN1C(=O)c1ccc2oc(Cc3ccccc3)nc2c1 (stereo not drawn)	87	-2.6	-0.7
C=CCNC(=O)CSc1nc2ccccc2c(=O)n1CCc1ccc(OC)c(OC)c1	107	-0.9	-0.1
Cc1[nH]n(-c2ccc(Br)cc2)c(=O)c1/C=N/NC(=O)c1ccccc1	120	3.1	-0.1
Cc1ccc(OCC(=O)NC2CCS(=O)(=O)C2)c(C)c1 (stereo not drawn)	96	0.4	0.0
CCOC(=O)c1c[nH]c2c(C(=O)c3ccccc3)cc(Cl)cc2c1=O	101	0.5	0.1

Following part
SMILES	Yeast superoxide	MEX-5 binding	Efflux pump inh
CC(=O)NC1C(OCCOc2ccc(Cl)cc2C)OC(CO)C(O)C1O (stereo not drawn)	99	-2.9	0.0
CC(C(=O)O)N1c2cccc3cccc(c23)S1(=O)=O (stereo not drawn)	104	-1.7	0.1
CSc1ccc(C(=O)C2CCCN(C(=O)CN3CCOC3=O)C2)cc1 (stereo not drawn)	92	1.1	-0.1
Nn1c(SCc2ccc(C(=O)O)cc2)nnc1-c1ccc(Cl)cc1Cl	107	1.0	0.1
S=C(NCCCCc1ccccc1)NCc1ccccc1	103	0.3	0.0
O=C(N/N=C/c1coc2ccccc2c1=O)c1cc(Br)c(O)c(Br)c1	98	-5.6	0.1
O=C(O)Cc1ccc(NC(=O)Cc2ccc3ccccc3c2)cc1	98	-1.4	-0.1
COc1ccccc1N1CCN(C2CCCN(C(=O)CCc3ccccn3)C2)CC1 (stereo not drawn)	98	-4.0	0.0
CN(c1ccccc1C(=O)O)S(=O)(=O)c1ccc2[nH]c(=O)[nH]c2c1	89	0.2	0.0
C#CCOc1ccc(OC)cc1C(c1c(C)[nH][nH]c1=O)c1c(C)[nH][nH]c1=O	100	1.1	0.1
CCOc1ccc(OCCn2c(=S)[nH]c3ccccc32)cc1	96	-0.8	0.0
COc1ccc(OCC(O)CN2CCNCC2)cc1 (stereo not drawn)	103	1.1	0.1
O=c1c(-c2ccccc2)nnc2sc(COc3ccc(Br)cc3)nn12	105	-0.6	0.0
COc1ccccc1NC(=O)Nc1ccc(C)cn1	95	0.6	0.1
NC(=O)C1CCN(C(=O)c2ccccc2CCc2ccccc2)CC1	95	0.8	0.0
O=C(OCC1CCNCC1)c1ccc2c(c1)OCO2	99	0.5	0.0
CCc1ccc(CN2CCC(n3nccc3NC(=O)Cc3ccccc3)CC2)o1	101	3.0	0.0
COc1ccc(C(=O)Nc2ccccc2)cc1NC(=O)c1cccs1	104	-0.6	0.1
COC(=O)c1ccc(NC(=O)CCCCCn2nnc3ccccc3c2=O)cc1	91	1.7	-0.1
NS(=O)(=O)c1ccc(CCNC(=O)C2CCCO2)cc1 (stereo not drawn)	104	1.2	-0.1
CSc1ncc(C(=O)Nc2ccccc2)cn1	103	-2.6	0.0
CC(C)C(=O)Nc1ccc2c(c1)nc(CCN1CCN(c3ccccn3)CC1)n2C	98	-0.4	-0.1
CC(=O)c1cccc(NC(=S)N2CCN(S(=O)(=O)c3ccccc3)CC2)c1	112	-1.1	0.0
O=C(CSc1ccc2ccccc2n1)N/N=C/c1ccccc1O	98	-3.7	0.1
Cc1c(Cl)cccc1NC(=O)Nn1cnnc1	96	-2.1	0.0

Going on with the list.
SMILES	Yeast superoxide	MEX-5 binding	Efflux pump inh
COc1ccccc1/C=N/n1nnnc1N	91	3.6	0.1
CCn1c(=O)c(C(=O)NCc2ccccc2Cl)c(O)c2ccccc21	91	1.4	-0.1
CCOc1ccccc1NC(=O)NNC(=O)CCc1ccc(OC)cc1	108	-0.5	0.1
CN(CCCS(=O)(=O)[O-])c1ccc(/C=C/c2ccc3ccccc3[n+]2C)cc1	90	-5.1	0.3
O=C(CCNC(=O)c1ccco1)NCCc1ccc(Cl)cc1	97	-0.6	0.1
O=C(CN(Cc1ccccc1Cl)S(=O)(=O)c1ccc(Cl)cc1)N/N=C/c1ccc(C(=O)O)cc1	95	-2.3	-0.3
O=C(NCc1c(O)ccc2ccccc12)c1ccccc1	89	-1.6	-0.1
Cc1cccc(NC(=O)NNC(=O)c2ccc3ccccc3c2O)c1	97	-2.0	0.0
Cc1cc(-c2ccccc2)nc(SCc2ccc(C(=O)O)cc2)n1	88	1.1	0.1
Cc1cc(C)cc(NC(=O)Nn2cnnc2)c1	104	-1.0	0.0
O=c1c2ccccc2ncn1-c1ccc(Br)cc1[N+](=O)[O-]	116	0.8	0.1
CCOc1ccccc1C1CC(=O)Nc2cc(OC)c(OC)cc21 (stereo not drawn)	98	1.0	0.0
COc1ccc2cc(C(=O)N3CCN(C)CC3)[nH]c2c1	98	2.0	-0.1
CCOC(=O)c1ccc(-n2cc(C(=O)c3cccnc3)nn2)cc1	94	-2.5	0.1
COC(=O)c1cccc(C(=O)N2CCCC(C(=O)c3ccccc3OC)C2)c1 (stereo not drawn)	120	0.4	2.3
O=C1/C(=C\c2cc(Cl)c(O)c(Cl)c2)SC(=S)N1Cc1ccccc1	109	19	0.8
COC(=O)c1cc2c(=O)c3ccccc3oc2nc1C	113	1.7	-0.3
COC(=O)C1=CN(c2ccc(F)cc2)C=C(C(=O)OC)C1c1ccc([N+](=O)[O-])cc1	100	0.3	0.0
Cc1oc2c(c(C)cc3oc(=O)c(CC(=O)NCC(=O)NCC(=O)NCC(C)O)c(C)c32)c1C (stereo not drawn)	105	-2.6	-0.4
COc1ccc(C(=O)CCC(=O)Nc2ccc(Cl)cc2)cc1	99	-1.3	0.0
COc1ccc(N(CC(=O)N/N=C/c2cccnc2)S(=O)(=O)c2ccc(C)cc2)cc1OC	79	-0.4	-0.9
Cc1ccc(NS(=O)(=O)c2cc(C(=O)Nc3cccnc3)ccc2C)cc1	92	0.4	-0.1
COc1cc2cc(C(=O)N/N=C/c3cccc(OC)c3OC)[nH]c2cc1OC	94	-0.3	0.0
Cc1cc(O)c(C(=O)/C=C/c2ccccc2O)c(=O)o1	77	-2.6	-0.3
CCC(Cc1ccccc1)NC(=O)C1CC1 (stereo not drawn)	100	-1.2	-0.1

Reformatted: results already given
Order of results: Yeast superoxide	MEX-5 binding	Efflux pump inh
> Cc1cccc(NC(=O)NNC(=O)c2ccc3ccccc3c2O)c1
  97	-2.0	0.0
> Cc1cc(O)c(C(=O)/C=C/c2ccccc2O)c(=O)o1
  77	-2.6	-0.3
> COC(=O)c1cccc(C(=O)N2CCCC(C(=O)c3ccccc3OC)C2)c1 (stereo not drawn)
  120	0.4	2.3
> CN(CCCS(=O)(=O)[O-])c1ccc(/C=C/c2ccc3ccccc3[n+]2C)cc1
  90	-5.1	0.3

(listing goes on)
SMILES	Yeast superoxide	MEX-5 binding	Efflux pump inh
Cc1ccc(-n2ncc3c2CC(C)(C)CC3NC(=O)CCc2cccnc2)cc1 (stereo not drawn)	108	0.9	0.1
COc1cc(NC(=O)Nc2cccc3cccnc23)cc(OC)c1OC	97	-0.6	-0.1
NC(=O)c1ccc(Nc2ccc3nonc3c2[N+](=O)[O-])cc1	109	-1.6	0.0
Cc1[nH]c2ccccc2c1-c1csc(N)n1	108	0.2	0.1
Cc1cccc(NC(=O)c2ccc3c(c2)CCN3S(C)(=O)=O)c1	94	2.5	-0.1
CCCc1ccc(S(=O)(=O)N/N=C(/C)c2ccc3c(c2)OCO3)cc1	104	1.7	0.1
O=C(Nc1ccncc1)Nc1ccc(F)cc1	92	1.4	-0.1
O=C(C1CCCN(Cc2ccccc2[N+](=O)[O-])C1)N1CCCC1 (stereo not drawn)	103	2.1	0.1
Cc1ccc(C)c(NC(=S)N2CCN(S(=O)(=O)c3ccccc3)CC2)c1	105	-2.5	-0.2
COC(=O)Nc1ccc2c(c1)N(C(=O)CCCl)c1ccccc1S2	97	1.9	0.1
CCOC(=O)CSc1nnc(-c2ccccc2)c(-c2ccccc2)n1	102	4.1	-0.1
O=C(Nc1ccc(NC(=O)c2ccccc2F)cc1)c1ccccc1F	100	0.8	0.0
O=C(Nc1cc(Cl)ccc1N1CCOCC1)c1ccco1	101	0.6	-0.7
Nc1nc(NCCOCCO)nc(N2CCCCCC2)c1[N+](=O)[O-]	93	1.0	0.1
O=C(Nc1cccc2ccccc12)C1CCCC1	98	1.6	-0.1
CC(C)CNC(=O)[C@@H]1CSC2c3ccccc3C(=O)N21 (stereo partly drawn)	99	-0.6	-0.1
CN(C)C(=O)c1ccc(NC(=O)c2cc(-c3ccco3)nc3ccccc23)cc1	97	-0.9	0.7
CCNC(=O)/C(C#N)=C/c1c(N2CCN(c3cccc(Cl)c3)CC2)nc2c(C)cccn2c1=O	109	1.1	-0.1
FC(F)(F)c1cccc(-c2nc(-c3ccncc3)no2)c1	101	0.2	-0.1
O=C1C=C(N2CCCCCC2)C(=O)N1c1ccc(Cl)cc1	104	0.8	0.1
COC(=O)Cn1c(C)c(/C=C/c2cc[n+](C)cc2)c2ccccc21	99	?	0.2
CSc1cccc(N/C(=N/S(=O)(=O)c2ccccc2)NN)c1	106	1.8	0.1
CC(=O)C(=Cc1ccc(O)cc1)C(C)=O	111	-1.2	0.1
COc1ccccc1NC(=O)NNC(=O)C(C)Oc1ccc2ccccc2c1 (stereo not drawn)	102	1.2	0.0
COc1ccc(CCNC(=O)C2CCN(S(=O)(=O)c3ccc(C)cc3)CC2)cc1OC	100	3.0	-0.1

Arranged by length of the SMILES (ascending): some entries from above.
SMILES	Yeast superoxide	MEX-5 binding	Efflux pump inh
COc1ccc(C(=O)NC2=NCCS2)c(OC)c1	103	-1.6	0.0
O=C(NCc1c(O)ccc2ccccc12)c1ccccc1	89	-1.6	-0.1
COc1cc(NC(=O)Nc2cccc3cccnc23)cc(OC)c1OC	97	-0.6	-0.1

Full records from above:
CSc1cccc(N/C(=N/S(=O)(=O)c2ccccc2)NN)c1 as listed: Yeast superoxide = 106; MEX-5 binding = 1.8; Efflux pump inh = 0.1
Cc1ccc(C)c(NC(=S)N2CCN(S(=O)(=O)c3ccccc3)CC2)c1 as listed: Yeast superoxide = 105; MEX-5 binding = -2.5; Efflux pump inh = -0.2

The listing continues:
SMILES	Yeast superoxide	MEX-5 binding	Efflux pump inh
O=S(=O)(NC1Cc2ccccc2C1)c1ccccc1	96	-0.1	0.1
CCc1nc(C)cn1S(=O)(=O)c1ccc(Br)cc1	102	-2.1	-0.1
Cc1cc(NC(=O)c2ccc3[nH]c(C)c(C)c3c2)ccn1	102	2.1	-0.1
Cc1ccc(OCC(=O)N/N=C2\CC(=O)CC(C)(C)C2)c(Br)c1	98	3.1	-1.1
COc1cc(C2C(C(C)=O)=C(O)C(=O)N2Cc2ccccc2)ccc1O (stereo not drawn)	99	-0.8	0.2
COc1cc(-c2n[nH]c(=S)n2Cc2ccccc2)cc(OC)c1OC	98	2.0	0.0
COc1ccc2oc(=N)c(C(=O)Nc3ccc(C)cc3)cc2c1	94	1.1	-0.1
Cc1cc(C)n(-c2nc3ccccc3c(=O)n2OCC#N)n1	106	-3.5	0.0
Cc1ccc(C(=O)NC2=NCCS2)cc1Cl	102	0.5	0.0
COc1cc(/C=C2\SC(=S)N(NC(=O)c3ccccc3OC)C2=O)ccc1O	103	6.3	0.0
